Compound activity as filed in PubChem BioAssay.
HTRA1 inhibitor: HTRA1 serine protease inhibitors, primary screen, biochemical, fluorescence polarization, HTS; Q92743; recombinant HTRA1, FP-rhodamine activity-based probe; inhibition, % at 5.96 µM; 0.5% of 340,000 active; AID 504803, 2011; in the data active = inhibition above about 36%;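 also: 0% = enzyme with DMSO and 100% = wells lacking enzyme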
TCR CD3 inh: inhibitors of human TCR-CD3 interaction, primary screen, biochemical, fluorescence, TAMRA-labeled TCR probe. inhibition, % at 9.4 µM. AID 651800, 2012. 0.37% of 360,000 active; in the data active = inhibition above about 19%;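 also: recombinant mutant TCR 2C K166C tagged with TAMRA read by polarization; 0% = receptor in buffer alone and 100% = receptor with positive control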
rCAG RNA binder: binders of r(CAG) RNA repeats, primary screen, biochemical, fluorescence | r(CAG) RNA repeat, TO-PRO-1 dye displacement fluorescence | inhibition, % at 3 µM | 1.3% of 370,000 active | AID 651821, 2012;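 active = inhibition above the plate cutoff, the mean of all test compounds on that plate plus 3 SD, cut at about 35% in these data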;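 also: 0% = DMSO alone and 100% = 100 µM mitoxantrone as full dye displacement; higher means more dye released from RNA so lower well fluorescence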
ABHD4 inh: ABHD4 inhibitors, primary screen, biochemical, fluorescence polarization, mouse; (Lyso)-N-acylphosphatidylethanolamine lipase (Mus musculus), Q8VD66; purified mABHD4, FP-Rh probe fluorescence polarization; inhibition, % at 8.92 µM; 0.54% of 370,000 active;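 active = inhibition exceeding the mean over every tested compound plus 3 SD, cut at about 30% in these data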;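 also: 0% = plate median of compound wells and 100% = S159A mutant with DMSO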
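Material: mouse ABHD4 enzyme, wild type; Benchmarks: S159A mutant high control, sample median low control; Buffer or medium: HEPES pH 7.0, NaCl, Pluronic buffer; Signal: fluorescence polarization; Read-out: percent inhibition of probe binding, normalized to plate controls; Timing: pre-incubation 45 min, probe exposure 60 min, at 25 °C; Dosing: 8.92 µM, single dose.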
MBD2 inh: inhibitors of MBD2 binding to methylated DNA, primary screen, biochemical, TR-FRET, DNA-binding domain, human; Methyl-CpG-binding domain protein 2 (Homo sapiens), Q9UBB5; MBD2 binding to methylated oligonucleotide; inhibition, % at 4.4 µM; 0.31% of 370,000 active; in the data active = inhibition above about 13%
PG9 Ab binder: binders of HIV-1 gp120 antibody PG9, primary screen, biochemical, TR-FRET | TR-FRET gp120-PG9 antibody binding | inhibition, % at 6.7 µM | 0.43% of 360,000 active | AID 624416, 2012; in the data active = inhibition above about 8.5%
LEDGF integ inh: blockers of LEDGF/p75-dependent integrase strand transfer – biochemical, TR-FRET, high throughput, primary screen; TR-FRET IN-LEDGF/p75 DNA integration, Eu/Cy5; inhibition, % at 3.7 µM; 0.64% of 370,000 active;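 active = inhibition above the screen-wide mean plus 3 SD, cut at about 13% in these data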;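 also: signal is the Cy5 over europium emission ratio at 671 and 618 nm; 0% = plate median of compound wells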
UHRF1 binding: UHRF1 methylated DNA binding inhibitors, primary screen, counter-screen for MBD2 inhibitor project, biochemical, TR-FRET, human UHRF1, single concentration | E3 ubiquitin-protein ligase UHRF1 (Homo sapiens), Q96T88 | UHRF1 binding to methylated oligo | inhibition, % at 4.4 µM | 0.75% of 370,000 active | AID 687016, 2013; in the data active = inhibition above about 21%;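 also: UHRF1 SRA domain binding a hemimethylated CpG hairpin DNA probe; 0% = median of test compound wells and 100% = reference inhibitor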
Target sequence (Q96T88 whole entry, looked up, the tested form may be a part): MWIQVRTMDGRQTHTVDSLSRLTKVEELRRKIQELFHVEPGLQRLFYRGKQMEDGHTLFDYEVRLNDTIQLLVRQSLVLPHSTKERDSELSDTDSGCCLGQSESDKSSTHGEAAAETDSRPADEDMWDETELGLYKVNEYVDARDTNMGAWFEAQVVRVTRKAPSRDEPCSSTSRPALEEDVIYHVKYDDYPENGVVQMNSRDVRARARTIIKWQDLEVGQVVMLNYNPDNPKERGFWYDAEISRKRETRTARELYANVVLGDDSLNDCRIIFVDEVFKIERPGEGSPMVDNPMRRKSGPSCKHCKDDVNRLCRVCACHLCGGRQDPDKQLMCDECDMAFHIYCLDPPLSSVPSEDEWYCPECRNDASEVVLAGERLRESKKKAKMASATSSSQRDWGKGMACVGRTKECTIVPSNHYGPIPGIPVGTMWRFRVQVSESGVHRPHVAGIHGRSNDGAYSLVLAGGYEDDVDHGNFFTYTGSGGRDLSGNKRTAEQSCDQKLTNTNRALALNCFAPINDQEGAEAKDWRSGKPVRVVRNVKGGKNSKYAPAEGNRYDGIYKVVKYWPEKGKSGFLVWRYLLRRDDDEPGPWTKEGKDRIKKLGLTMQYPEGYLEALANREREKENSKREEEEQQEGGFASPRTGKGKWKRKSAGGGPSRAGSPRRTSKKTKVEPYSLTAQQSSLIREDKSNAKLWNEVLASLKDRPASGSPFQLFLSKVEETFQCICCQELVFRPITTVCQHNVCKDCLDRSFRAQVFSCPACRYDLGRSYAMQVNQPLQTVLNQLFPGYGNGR
PRMT1 FP inh: PRMT1 methyltransferase inhibitors, primary screen, biochemical, fluorescence polarization; recombinant PRMT1, activity-based probe fluorescence polarization; inhibition, % at 2.79 µM; 1.3% of 370,000 active; AID 652257, 2013;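 active = inhibition above about 21% made by adding two undisclosed values, limit read from the data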
Rev-erbA mod: modulators of Rev-erb alpha DNA binding, primary screen, biochemical, FITC-DNA, fluorescence polarization, uHTS. Rev-erbα–FITC-DNA binding, 90 min. activity, % at 10 µM. Nuclear receptor subfamily 1 group D member 1 (Homo sapiens), P20393. 0.79% of 370,000 active. AID 1259318, 2017;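 active = activity above about 14%, limit read from the data; passing the limit was not always enough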;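 also: 0% = DMSO wells with 35 nM protein and 100% = DMSO wells with 750 nM protein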
Numbers without * were called inactive; . = not tested or not shown. Not all compounds are listed. The share of hits here may be higher or lower than overall.

SMILES	HTRA1 inhibitor	TCR CD3 inh	rCAG RNA binder	ABHD4 inh	MBD2 inh	PG9 Ab binder	LEDGF integ inh	UHRF1 binding	PRMT1 FP inh	Rev-erbA mod
Oc1cccc(/C=N/NC(=S)Nc2cccnc2)c1O	42*	0	21	31*	5	-0.3	33*	-8	12	-6
O=C(NCc1cccnc1)c1cc(C2CCCN(S(=O)(=O)c3cccc4cccnc34)C2)on1 (stereo not drawn)	.	-3	0	3	0	-0.9	-4	-1	2	4
CCCC1=C(C(=O)OCC)C(c2ccc(NC(C)=O)cc2)NC(=O)N1 (stereo not drawn)	-4	1	-4	-3	2	-0.9	-4	1	0	2
CS(=O)(=O)Nc1ccc(C(=O)Nc2ccc(S(=O)(=O)N3CCCCC3)cc2)cc1	-8	4	9	-14	-9	0.9	-3	-3	-3	-7
CCN(CCNC(=O)C1CCN(Cc2nc(-c3ccc(Cl)cc3)oc2C)CC1)c1ccccc1	1	-7	3	14	2	-1.2	3	1	-1	2
C=CCNC(=S)NNC(=O)COc1ccc(Br)cc1	1	0	4	0	0	-1.7	-2	0	0	-2
CCOC(=O)N1CCN(CC(=O)Nc2ccc(F)cc2F)CC1	-2	9	-5	-1	0	1.2	3	-1	0	4
CC(=O)N(C)c1ccc(NC(=O)c2ccc([N+](=O)[O-])cc2Cl)cc1	-2	9	0	0	4	-3.4	1	1	2	0
CC(=O)Nc1cccc(C(=O)OC(C)C(=O)NC2CCCc3ccccc32)c1 (stereo not drawn)	-7	12	-3	1	-5	0.1	1	5	-4	0
Cc1cc(C)cc(NC(=O)C(=O)NCc2ccccn2)c1	-2	6	1	2	-1	-0.9	1	-4	-1	4
Cc1sc2nc(SCC(=O)N(C)c3ccccc3)n(C)c(=O)c2c1C	-10	-5	-3	4	3	-1.4	3	-1	-1	-7
C=CCNS(=O)(=O)NC(=O)C1=C(N2CCCC2)COC1=O	-15	-5	4	-3	1	-11	1	0	-1	-2
NC(c1csc(NC(=O)Nc2ccccc2Oc2ccccc2)n1)c1ccccc1Cl (stereo not drawn)	.	1	14	-19	-2	-1.6	2	-1	0	6
Cc1ccc(/C=N/NC(=O)Cn2nc(C)c(Br)c2C)o1	-6	4	0	1	-3	1.5	6	2	0	0
O=C(Nc1cccc(Cl)c1)Nc1ccc2c(c1)OCO2	-5	5	15	-2	-4	0.2	-1	-4	2	-3
CC1(C)CC(=O)C(CC(=O)NC(=O)NCc2ccccc2)=C(O)C1	1	7	1	5	-4	-2.0	1	1	1	-4
CCC1(CC)C(=O)C2=C3C1[C@H](C(=O)OC)C=C(C(=O)OC)C[C@H]3n1c(=O)n(-c3ccccc3)c(=O)n1[C@H]2C (stereo partly drawn)	-8	-5	2	1	-3	-3.0	-1	0	-1	-4
NS(=O)(=O)c1ccccc1	8	6	1	-8	0	1.5	3	1	2	-5
COc1ccc(NC(=O)CN(C)CC(=O)Nc2ccccc2SC)cc1Cl	-2	3	1	-5	-2	-0.5	0	1	-2	0
CC1(C(=O)N2CCC(Oc3cccnc3)CC2)CC1	.	.	-1	-3	-1	.	5	2	0	3
Cc1ccc(/C=N/n2c(-c3ccccc3)n[nH]c2=S)cc1	3	-1	18	-3	3	-0.8	-5	-1	16	3
COC(=O)CC1=C(C(=O)OC)C(c2ccc3c(c2Cl)OCO3)C(C#N)=C(N)O1 (stereo not drawn)	-5	-1	0	-5	-3	1.4	1	-2	4	-1
CC(CN1CCCC1)OC(=O)c1ccc(F)cc1 (stereo not drawn)	7	1	-3	5	2	-1.2	-4	-2	-3	-2
OCCN1CCSC1=S	7	1	2	-2	-3	1.4	-3	-2	3	6
C=CCOc1cccc(CNn2cn[nH]c2=S)c1	-1	0	0	-4	4	1.7	-5	-4	-1	-6
CCCCCCCNc1nc(Cl)nc(NCCO)n1	-1	2	-6	2	-4	-2.1	-3	-1	-1	0
C=CCN(C(=O)CNC(=O)c1ccco1)C(C(=O)NC1CCCCC1)c1ccc(F)cc1 (stereo not drawn)	0	2	1	-11	-4	-0.2	2	1	-1	-2
COCCCNC(=S)N1CCN(c2ccc([N+](=O)[O-])cc2)CC1	-4	2	-4	1	-5	-0.6	-3	-3	-3	5
CCN1CC2CCCC3(C1)C(=O)NC1(CCCCC1)N=C23 (stereo not drawn)	3	-5	0	1	3	5.5	0	1	0	-4
Cc1ccc(CNC(=O)Cn2cnc3c(NCc4ccccc4)ncnc32)o1	2	2	2	2	-8	1.6	1	2	-5	-6
COc1ccc(CCNCC(=O)Nc2ccc(C)c(Br)c2)cc1OC	8	-1	-6	6	1	-1.8	5	-1	-1	2
N#Cc1ccccc1NC(=O)c1ccc2c(Cl)c3c(nc2c1)CCCC3	-6	10	9	0	-1	-0.1	0	4	-3	-2
CCCOc1cc(NCc2ccccc2)c2ncn(C(C)C)c2c1	11	9	-7	25	-6	-0.8	5	-3	1	-2
CCOc1ccc2[nH]c(=S)[nH]c2c1	8	1	-2	-3	1	-4.1	-3	-2	1	-4
CC(C)(O)c1nnn(-c2ccccc2)c1C(F)(F)F	0	-6	-1	1	-1	1.1	-2	2	2	-1
C=CCn1c(=NC(=O)c2cc(-c3cccs3)nc3ccccc23)sc2cc(S(N)(=O)=O)ccc21	-130	16	30	-101	-3	0.7	0	1	9	-4
FC(F)(F)c1ccc2c(c1)nc1n2CCCC1	1	-5	-1	14	-1	0.6	1	-3	0	-3
COc1ccc(/C(C)=N/N=C(N)N)c(O)c1	5	-1	0	-2	-5	-0.1	4	-1	-6	3
COC(=O)c1ccc(OCCCCN2CC(C)OC(C)C2)cc1 (stereo not drawn)	4	-1	-9	7	2	0.2	3	0	1	-1
Cn1c(=O)c2cc(NC(=O)CCc3ccc(O)cc3)ccc2n1Cc1cccc(C(F)(F)F)c1	.	2	3	-1	5	1.0	0	-2	2	-2
O=C(Nc1nnc(-c2cccnc2)o1)c1ccccc1Cl	4	5	3	5	-2	-1.8	-3	-1	-2	0
CC(C)(C)c1ccc(C2(C)NC(=O)N(CC(=O)NCc3cccs3)C2=O)cc1 (stereo not drawn)	-9	7	-1	-9	3	-3.2	2	-1	1	-1
CCCc1cc(C(=O)Nc2ccc(F)cc2F)no1	1	2	1	-4	1	0.3	-1	-1	-1	1
COc1ccc([N+](=O)[O-])cc1NC(=O)C(C)OC(=O)c1cccnc1Cl (stereo not drawn)	23	-8	-1	2	0	1.4	-9	3	2	2
CCOC(=O)C1=C(C)OC(=Cc2ccc(OC)cc2)C1=O	2	-15	9	-9	10	-2.3	5	7	-2	-1
COc1ccc(CN2CCN(C(=O)CCC(=O)Nc3nnc(CC(C)C)s3)CC2)cc1F	0	4	-9	-2	4	-0.8	-1	1	0	-3
O=C(COC(=O)c1ccccn1)NCc1cccc(Cl)c1	-7	-3	1	2	1	0.8	-1	-2	2	-10
O=C(Cc1ccc(Cl)cc1)OCc1nnc(-c2ccccc2)o1	1	-9	-5	3	2	-1.2	0	7	1	5

6 compounds from above with just MBD2 inh, TCR CD3 inh and rCAG RNA binder:
molecule | MBD2 inh | TCR CD3 inh | rCAG RNA binder
CCOC(=O)N1CCN(CC(=O)Nc2ccc(F)cc2F)CC1 | 0 | 9 | -5
N#Cc1ccccc1NC(=O)c1ccc2c(Cl)c3c(nc2c1)CCCC3 | -1 | 10 | 9
O=C(Nc1nnc(-c2cccnc2)o1)c1ccccc1Cl | -2 | 5 | 3
Cc1ccc(/C=N/NC(=O)Cn2nc(C)c(Br)c2C)o1 | -3 | 4 | 0
COc1ccc(/C(C)=N/N=C(N)N)c(O)c1 | -5 | -1 | 0
Cn1c(=O)c2cc(NC(=O)CCc3ccc(O)cc3)ccc2n1Cc1cccc(C(F)(F)F)c1 | 5 | 2 | 3

Printed as active in HTRA1 inhibitor, among the entries above:
structure	HTRA1 inhibitor	TCR CD3 inh	MBD2 inh	PG9 Ab binder	LEDGF integ inh	PRMT1 FP inh	Rev-erbA mod
Oc1cccc(/C=N/NC(=S)Nc2cccnc2)c1O	42*	0	5	-0.3	33*	12	-6

Later entries
SMILES	HTRA1 inhibitor	TCR CD3 inh	rCAG RNA binder	ABHD4 inh	MBD2 inh	PG9 Ab binder	LEDGF integ inh	UHRF1 binding	PRMT1 FP inh	Rev-erbA mod
CCC(Sc1nc2ccccc2[nH]1)C(=O)Nc1cc(C)on1 (stereo not drawn)	-15	1	3	1	-1	0.6	29*	2	-1	-2
COc1ccc(NS(=O)(=O)c2ccc(N3CCOCC3)c(NC(=O)c3cccc(F)c3)c2)cc1	-11	-5	5	0	-7	1.6	-2	14	2	5
CN(C(=O)c1cccc(NC(=O)Cc2cccc(NC(=O)C3CCCN(C(=O)C4CC4)C3)c2)c1)C1CCC1 (stereo not drawn)	1	0	2	-2	2	-1.3	2	-3	-3	-4
O=C(Nc1ccc2c(c1)OCCO2)c1cc(-c2ccccc2)nc2ccccc12	-33	-1	12	-25	-2	0.4	-2	0	0	3
Cc1ccc(S(=O)(=O)NCC(=O)NCC(=O)NCCc2ccc(Cl)cc2)cc1C	5	9	2	-3	-3	0.3	1	-1	0	4
CC(=O)N1CCN(c2ccc(NCc3ccco3)cc2)CC1	13	0	2	15	-1	-5.9	21*	1	6	-1
COc1ccc(C(=O)NCCS(=O)(=O)N(C)Cc2ccccc2)cc1	-6	-1	-2	2	-1	-1.1	2	-2	0	0
COc1cccc(CNC(=O)CC(NC(C)=O)c2ccccc2)c1 (stereo not drawn)	3	-3	-2	0	-3	1.0	-1	0	3	3
COC(=O)C1=C(C)N(CC(C)C)C(=S)NC1c1cccc(Br)c1 (stereo not drawn)	.	4	1	6	1	-0.4	1	1	-1	0
CCN(CC)CCCNC(=O)Cc1c(C(=O)O)n(C)c2ccccc12	-3	3	2	-5	-3	0.2	1	-3	1	-3
O=C(CSCc1ccc(Cl)c(Cl)c1)Nc1c[nH]c(=O)[nH]c1=O	1	-4	3	4	-2	1.2	2	3	2	-4
COc1ccc2ccccc2c1CN1CCN(C(=O)c2ccco2)CC1	-9	-4	-2	-1	-3	-2.1	1	0	4	0
O=C(CCC(C(=O)c1ccccc1)c1ccccc1)c1ccccc1 (stereo not drawn)	-30	4	4	-11	0	-0.5	1	0	-1	-7
CCOCCCNC(=S)N1CCCN(c2nc3c(C)c(C)ccc3cc2C#N)CC1	-60	12	0	-20	-4	-0.5	0	-2	1	-3
CCOc1cc(CNS(=O)(=O)c2cn(C)cn2)cc(OCC)c1OCC	-2	0	-4	2	5	-0.3	-8	4	2	1
O=C1CCc2cc(NS(=O)(=O)c3ccc(F)cc3)cc3c2N1CC3	-3	6	0	3	-6	-1.2	4	1	1	-3
COc1ccc(CCNC(=O)Cn2cnc3c2c(=O)n(C)c(=O)n3C)cc1OC	3	-1	-2	1	-2	0.6	-2	-1	0	-3
COC(=O)CCn1[nH]c(=O)c2ccccc2c1=O	-1	-8	-5	-10	8	-1.4	-3	4	5	4
